Screening results deposited in PubChem by several laboratories.
human PMI inhibitors: human PMI inhibitors, high substrate, primary screen, biochemical, fluorescence intensity, high mannose 6-phosphate (AID 1220) | recombinant PMI enzyme, coupled fluorescence intensity; higher % means a stronger effect | inhibition, % at 20 µM; hits with a dose series show IC50 in µM | 190,000 compounds, 0.66% hits
Dynein cargo inh: blocks dynein driven cargo transport along microtubules | 220,000 compounds, 0.47% hits | AID 1381 | 3617.4 mouse cells, GR-EGFP nuclear translocation imaging; test concentration mostly 20 µM; stimulated with dexamethasone, 1 µM; hits give low values | z-score, hits read low;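 active = plate z-score of nuclear minus cytoplasmic receptor signal below a set negative limit, without overly bright fluorescence or cell loss, cut at about -3.5 in these data, passing the limit was not always enough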;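 note: z-score of nuclear minus cytoplasmic ring GR-EGFP intensity difference per well; some compounds called inactive have numbers as strong as hits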
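Buffer or medium: tet-free, stripped-serum medium; reagent: dexamethasone at 1.0 µM final, 30 min; incubation: 48 h induction, 1 h compound, 30 min dex at 37 °C; measured by: formaldehyde fixation, Hoechst nuclear stain, 10x automated fluorescence imaging; read-out: nuclear-to-cytoplasmic GR-EGFP distribution per well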
LYP inhibition: PTPN22 lymphoid phosphatase activity blockers – biochemical, fluorescence intensity, uHTS (AID 1779). recombinant LYP phosphatase, fluorescence intensity; higher % means a stronger effect. inhibition, % at 11.5 µM, or IC50 in µM where a hit was titrated. 290,000 compounds, 0.054% hits;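 note: plate controls were vehicle with enzyme for no effect and no enzyme for full effect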
human PMI inhibition: MPI enzyme activity inhibition – biochemical, fluorescence intensity, coupled assay, primary screen (AID 1209) | purified PMI enzyme, coupled fluorescence intensity; higher % means a stronger effect | one-dose inhibition, % at 20 µM; IC50 in µM for titrated hits | 190,000 compounds, 0.42% hits;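 note: plate controls were DMSO vehicle for no effect and wells lacking substrate for full effect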
P. falciparum M1AAP: P. falciparum M1AAP inhibitors, biochemical, fluorogenic H-Leu-NHMec substrate, 1536-well (AID 1445) | 220,000 compounds, 0.42% hits | recombinant M1AAP, H-Leu-NHMec fluorogenic kinetic assay; higher % means a stronger effect | inhibition, % at 30 µM, or IC50 in µM where a hit was titrated;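 active = primary inhibition above the hit cutoff, then over 50% inhibition at one or more dose response concentrations, cut at about 23% in these data, passing the limit was not always enough; inconclusive = conflicting primary data, or primary hits not chosen for dose response; inactive = low primary inhibition, or under 50% at every dose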;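 note: plate controls were DMSO full reaction for no effect and no enzyme background for full effect; strong numbers were not always called active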
Siah-1 displacement: blockers of Siah-1 interaction with plectin peptide – biochemical, fluorescence polarization, rhodamine-plectin, uHTS, primary screen (AID 1817) | Siah-1 / rhodamine-plectin peptide fluorescence polarization; higher % means a stronger effect | displacement, % at 20 µM; hits with a dose series show IC50 in µM | 290,000 compounds, 0.02% hits;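 active = displacement of at least 50% at 20 µM, with a fluorescence ratio check between 0.3 and a set limit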;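 note: plate controls were Siah plus tracer with DMSO for no effect and tracer alone without Siah for full effect; strong numbers were not always called active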
XIAP antagonists: small molecules displacing peptide from XIAP – biochemical, IAP family, fluorescence polarization (AID 1018); 200,000 compounds, 0.007% hits; XIAP BIR domain, fluorescence polarization peptide displacement; higher % means a stronger effect; displacement, % at 20 µM; hits with a dose series show IC50 in µM; in the data active = displacement above about 50%; note: a part of the inactive calls stands beside numbers as strong as those of hits
P. falciparum M17LAP: P. falciparum M17LAP inhibitors, primary screen, biochemical, fluorogenic H-Leu-NHMec substrate, 1536-well (AID 1619) | inhibition, % at 30 µM, or IC50 in µM where a hit was titrated | 220,000 compounds, 0.38% hits | recombinant M17LAP, H-Leu-NHMec fluorogenic kinetic assay; higher % means a stronger effect;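 active = compound inhibiting the enzyme by more than half at any dose during confirmatory dose-response retesting; inconclusive = strong single-dose inhibitors picked by rank but not retested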;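 note: plate controls were full reaction with DMSO carrier for no effect and no enzyme background for full effect; strong numbers were not always called active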
AID2073: disruptors of CaV2.2 binding to Mint1 – biochemical, HTRF (AID 2073); HTRF protein-protein interaction, Mint1-CaV2.2; higher % means a stronger effect; inhibition, % at 20 µM, or IC50 in µM where a hit was titrated; 290,000 compounds, 0.19% hits; in the data active = inhibition mostly above about 51%, no sharp cut-off; inconclusive = no clear call, values can overlap the other calls; inactive = mostly below about 53%; note: some results filed as inactive read as strong as hits
Dynein cargo inh cytoplasmic EGFP: further read-out of Dynein cargo inh, marked with its call; z-score; measured here: cytoplasmic GR-EGFP intensity; hits give high values
Dynein cargo inh nuclear GR-EGFP: further read-out of Dynein cargo inh, marked with its call; z-score; measured here: nuclear GR-EGFP intensity;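 lower value marks the stronger effect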
Dynein cargo inh cell count: second read-out of Dynein cargo inh, no call of its own (marks repeat the call); z-score; measured here: cell count per field
* marks the source's active call; other numbers are inactive results; ? = inconclusive; / = not tested or not shown. Cut-off read from the data, not from the text of the source, unless noted: active = inhibition above about 50%; inactive = the rest.

SMILES	human PMI inhibitors	Dynein cargo inh	Dynein cargo inh cytoplasmic EGFP	Dynein cargo inh nuclear GR-EGFP	Dynein cargo inh cell count	LYP inhibition	human PMI inhibition	P. falciparum M1AAP	Siah-1 displacement	XIAP antagonists	P. falciparum M17LAP	AID2073
O=c1c2ccccc2nc(SCc2cn3ccsc3n2)n1-c1ccccc1	-1%	0.57	-0.17	0.57	-0.16	7%	7%	14%	2%	-5.9%	8%	-6%
CCC(=O)Nc1cccc(NC(=S)NC(=O)c2ccc(C)cc2)c1	-2%	-0.52	-0.3	-0.73	0.19	4%	3%	11%	-1%	-12%	4%	-10%
O=S(=O)(NC(=S)NC1CCCCC1)c1cccs1	-6%	-0.42	-0.32	0.24	0.37	-10%	4%	6%	-4%	-2.9%	-2%	11%
COc1ccccc1OCc1ccc(C(=O)NC(C)(C)C)o1	11%	-1.6	-0.19	-1	1.3	7%	12%	1%	2%	-9.6%	11%	-1%
CC1(C)CC(NC2C3CC4CC(C3)CC2C4)CC(C)(C)N1 (stereo unspecified)	/	-1.4	-0.28	-0.68	0.84	-2%	/	-2%	6%	/	-1%	19%
COc1ccc2cc3cc(C(=O)NCCN4CCc5ccccc5C4)oc3nc2c1	2%	-0.033	-0.19	-0.05	0.22	-23%	-2%	31%	0%	0.5%	-143%	25%
O=C(NCc1ccco1)/C(=C/C=C/c1ccccc1)NC(=O)c1ccco1	6%	-1	-0.15	-0.56	0.069	6%	0%	9%	2%	-5.2%	30%	15%
CC(C)C(NS(=O)(=O)c1cccc2nsnc12)C(=O)N1CCc2ccccc2C1 (stereo unspecified)	10%	-0.82	1.1	-0.3	0.72	-6%	11%	8%	0%	-2.1%	1%	1%
COc1ccccc1Cn1nnc2c(=O)[nH]c(C3CCN(C(=O)c4ccc(C)cc4)CC3)nc21	8%	-1.1	-0.31	-0.33	0.29	6%	16%	7%	-1%	-6.5%	-13%	0%
COc1ccc(N(C(=O)c2ccc(C)cc2)S(=O)(=O)c2cccs2)cc1	11%	-0.85	0.15	-0.82	1.3	10%	14%	11%	4%	1.6%	8%	-4%
COc1ccc(CCNC(=O)C2(C)CCC(=O)N2Cc2ccc3c(c2)OCO3)cc1OC (stereo unspecified)	10%	-0.34	-0.28	0.096	0.52	-4%	12%	-2%	1%	-2.5%	7%	6%
COc1cc2c(cc1OC)C(C)N(C(=O)c1cc3c(s1)-c1c(C)cccc1OC3)CC2 (stereo unspecified)	17%	-0.64	-0.23	0.27	0.55	-7%	7%	9%	-5%	-5.7%	-13%	6%
O=C1N(c2cccc3ccccc23)C(c2ccccc2)N2CCCN12 (stereo unspecified)	-2%	-0.33	-0.29	-0.55	0.73	2%	-6%	2%	-4%	-2.3%	7%	-2%
CC(=O)Oc1ccc(Cl)cc1/C=C/c1ccc2ccccc2n1	16%	-1.8	-0.088	-0.98	-0.002	4%	21%	11%	5%	-1.7%	1%	31%
O=S(=O)(NCc1ccccn1)c1ccc(F)cc1	3%	-0.16	-0.29	0.0038	0.025	-3%	-4%	-5%	-3%	0.6%	1%	-4%
O=C1CSC2(C(=O)N3CCCc4cccc2c43)N1c1cccc(C(F)(F)F)c1 (stereo unspecified)	-7%	-0.5	-0.064	-0.82	-0.45	-4%	5%	0%	9%	-6.1%	2%	0%
CCN(CC)S(=O)(=O)c1ccc(OCCNS(C)(=O)=O)cc1	-8%	-0.81	-0.15	-0.35	0.86	-10%	-3%	12%	2%	-5.3%	0%	2%
Cc1cc(C)nc(NN=C2CCCC2)n1	13%	-0.055	-0.25	-0.26	-0.11	0%	14%	4%	2%	-2.9%	20%	35%
Cn1c(SCC(=O)NCc2ccc(F)cc2)nc2ccccc21	5%	2.7	-0.15	1.5	-1.6	-6%	0%	1%	0%	-2.5%	7%	-15%
CC(C)CC(=O)Nc1ccccc1N1CCN(C(=O)c2ccccc2)CC1	-2%	-0.15	-0.15	-0.21	0.6	3%	3%	4%	1%	-11%	4%	4%
COc1ccc(NC(=O)c2ccc(-c3ccc([N+](=O)[O-])cc3)o2)cc1OC	25%	1.3	-0.17	0.77	-1.2	-2%	14%	7%	3%	-10%	12%	-10%
O=C(O/N=C(/c1ccccc1)c1ccncc1)c1ccc(F)cc1	2%	0.81	-0.25	0.58	-0.66	10%	2%	21%	-2%	-2.6%	-22%	0%
CCOc1ccc(-n2c(SCC(=O)Nc3ccccc3C)n[nH]c2=O)cc1	2%	-0.26	-0.23	-0.93	-3.6	-9%	7%	0%	3%	-3.1%	18%	-8%
O=C(c1cc2c(ccc3ccccc32)o1)N1CCN(c2ncc(C(F)(F)F)cc2Cl)CC1	-1%	0.55	-0.042	0.46	-0.32	-5%	2%	4%	6%	-1.8%	2%	3%
CCC(NC(=O)Cn1cnc2c(=O)n(C)c(=O)n(C)c21)c1ccccc1 (stereo unspecified)	-6%	-0.54	-0.064	-0.88	-0.73	-7%	-11%	10%	-1%	-5.6%	-10%	9%
Cn1c(CNc2ccccc2)cc(=O)n(C)c1=O	8%	0.085	-0.19	0.019	0.1	-7%	6%	6%	-2%	1.2%	2%	4%
Cc1ccc2c(CC(=O)OCC(=O)Nc3ccc(Cl)cn3)coc2c1	16%	-0.39	-0.3	-0.66	1.4	-4%	6%	3%	-6%	0.9%	24%	4%
CCC(=O)N1CCc2cc(S(=O)(=O)NCCC(=O)Nc3cc(C)cc(C)c3)ccc21	-4%	0.27	-0.29	0.067	-0.5	-4%	-6%	0%	-3%	-6.1%	6%	0%
Oc1ccc2c(c1)C1CCCC1(N1CCOCC1)O2 (stereo unspecified)	25%	1.8	-0.13	1.2	-0.35	3%	30%	8%	-1%	-6.4%	3%	-1%
C=CCN1C(=O)CSC1=Nc1ccc(O)cc1	-7%	-0.35	-0.024	0.25	0.76	-4%	-2%	0%	5%	-2.8%	7%	4%
COC(=O)C1=CN(CC2CCCO2)C=C(C(=O)OC)C1c1cccc(O)c1 (stereo unspecified)	-12%	-0.36	-0.31	-0.11	0.038	-22%	-9%	12%	3%	-4.1%	-327%	23%
Cc1cc(C)nc(SCc2ccc(C(=O)N/N=C/c3cccnc3)cc2)n1	-2%	0.9	-0.33	0.21	0.08	-5%	-6%	5%	-1%	-2.2%	3%	0%
Cc1nc(NC(=O)COC(=O)CCC(=O)c2cccs2)c(Cl)cc1Cl	-13%	-0.066	-0.24	0.64	0.35	-3%	-13%	1%	20%	2.8%	5%	4%
CC(C)NC(=O)c1c(CSc2ccccc2)noc1C(=O)NCc1ccccc1	/	2.8	-0.72	1.6	-1.3	0%	/	5%	-2%	/	9%	2%
CCc1ccc(CN(C)C(=O)CCc2nnc(-c3ccc(-c4ccccc4)cc3)o2)nc1	12%	0.37	-0.22	-0.014	-0.37	-9%	8%	-10%	-3%	-5.3%	-4%	4%
COc1ccc(OC)c(-c2cc(C(=O)Nc3cc(C)on3)no2)c1	-11%	-0.45	0.1	0.14	1.2	-12%	-6%	-5%	-2%	-0.9%	3%	23%
Oc1c(Cl)cc(Cl)c2cccnc12	35%	0.23	-0.34	-0.004	0.42	-1%	21%	-7%	-3%	-0.5%	-1%	28%
CC(C)(C)C(=O)CSc1ncnc2c1cnn2-c1ccccc1	/	2.6	-0.11	1.7	-1.8	-6%	/	-3%	-4%	/	-4%	6%
COc1ccc(N2C(=O)CC(Sc3ncn[nH]3)C2=O)c(OC)c1 (stereo unspecified)	/	-4*	1.9*	-1.4*	0.3*	-4%	73%*	9%	-4%	5.5%	5%	5%
COc1ccc(S(=O)(=O)N2CCCCC2)cc1NC(=O)c1cccnc1SC	/	-1.2	-0.76	-0.45	0.051	-1%	/	7%	1%	/	5%	-6%
CC(NC(=O)Nc1nccs1)(C(F)(F)F)C(F)(F)F	-3%	1.7	0.22	1.2	-0.72	-10%	2%	0%	0%	-3.0%	4%	3%
O=C(CSCC(=O)Nc1nccs1)Nc1ccccc1	-6%	-0.71	0.14	-0.07	-0.051	-6%	-1%	-4%	-4%	-4.4%	5%	0%
C=CCOc1ccc(C2/C(=C(\O)c3ccc(F)cc3)C(=O)C(=O)N2CCCN(C)C)cc1 (stereo unspecified)	6%	-0.58	-0.19	-0.051	0.26	-8%	3%	9%	-1%	0.1%	21%	-2%
CC(C)NCC(O)(c1ccc(Cl)cc1)c1ccc(Cl)cc1	5%	-1.1	-0.22	-0.79	0.58	-7%	-1%	15%	7%	-5.3%	8%	3%
CN(c1cccc(Cl)c1)S(=O)(=O)c1cccc(C(=O)Nc2nc3ccccc3[nH]2)c1	-14%	1.2	-0.042	0.91	-1.4	5%	-1%	-13%	4%	-0.1%	3%	11%

With a hit mark in human PMI inhibition (from the list above):
SMILES	human PMI inhibitors	Dynein cargo inh	Dynein cargo inh cytoplasmic EGFP	Dynein cargo inh nuclear GR-EGFP	Dynein cargo inh cell count	LYP inhibition	human PMI inhibition	P. falciparum M1AAP	Siah-1 displacement	XIAP antagonists	P. falciparum M17LAP	AID2073
COc1ccc(N2C(=O)CC(Sc3ncn[nH]3)C2=O)c(OC)c1 (stereo unspecified)	/	-4*	1.9*	-1.4*	0.3*	-4%	73%*	9%	-4%	5.5%	5%	5%

Remaining list, next part
SMILES	human PMI inhibitors	Dynein cargo inh	Dynein cargo inh cytoplasmic EGFP	Dynein cargo inh nuclear GR-EGFP	Dynein cargo inh cell count	LYP inhibition	human PMI inhibition	P. falciparum M1AAP	Siah-1 displacement	XIAP antagonists	P. falciparum M17LAP	AID2073
O=C(O)c1c2c(nc3ccc(S(=O)(=O)N4CCC(C(=O)N5CCCCC5)CC4)cc13)CCCC2	-8%	-0.22	-0.22	-0.097	-0.2	-3%	-16%	5%	-1%	-0.1%	48%	4%
O=C(NCc1ccco1)C(Cc1ccccc1)N1C(=O)C2C3C=CC(C3)C2C1=O (stereo unspecified)	-7%	-0.69	0.00085	-0.0068	0.18	-8%	13%	0%	-2%	-4.0%	11%	?
CCOc1ccc(S(=O)(=O)NCc2ccco2)c2ccccc12	50%	0.21	-0.32	-0.088	0.048	-7%	23%	4%	-3%	-6.6%	-8%	-1%
Cc1ccc(C)n1-c1c(C(=O)NN)cnn1-c1ccccc1	-6%	-1	-0.13	-0.017	0.4	3%	-15%	9%	1%	-1.5%	2%	1%
CSc1ccc(C(=O)C2CCCN(C(=O)c3cccc(N4CCOCC4)c3)C2)cc1 (stereo unspecified)	18%	-0.8	-0.17	-0.59	1.3	-6%	9%	3%	-1%	-8.4%	21%	4%
